DENV2 CPE rescue – DENV2-induced cell death inhibition. DENV2-infected cells, cytopathic effect rescue, plate reader. CPE inhibition, % at 9.99 µM. 1.7% of 350,000 active; in the data active means CPE inhibition above about 20%, passing the limit was not always enough; inconclusive means no clear call, values can overlap the other calls; tested in BHK-21 cells;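 further: 0% = median of neutral control wells and 100% = median of positive control wells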
Xi reactivation – X-chromosome reactivation activator; activation, % at 7.58 µM; XiGFP mouse fibroblasts, % GFP-positive cells imaging, 3 d; cells co-treated with 5-aza-dC sensitizer; scaled so ellipticine positive control = 100%; 0.055% of 360,000 active;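 active means mean normalized replicate activation at least 10% and every replicate at or above 10%; inconclusive means only one of the two criteria met; inactive means mean below 10% and not all replicates reach 10%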;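 further: 0% = median of on-plate neutral control wells and 100% = ellipticine 6 µM median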
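Material: XiGFP fibroblasts, SV40-immortalized; Buffer or medium: DMEM containing 5-aza-dC; Compound dosing: single point; Times: 3 days compound exposure.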
EWS-Fli inh – inhibitors of EWS/Fli oncoprotein transcriptional activity; A673 NR0B1-luciferase reporter, viability-normalised; inhibition, % at 12.6 µM; 0.67% of 350,000 active;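 active means mean inhibition of at least 50% after viability correction, with every replicate also passing that limit; inconclusive means mean reaches 50% but only one of two replicates passes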;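 further: firefly luciferase signal divided by Alamar Blue viability fluorescence both relative to DMSO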
PAX8 inh HTS – lowers PAX8-driven luciferase in RMG-I cells. RMG-I TPO-luciferase reporter, SteadyGlo, 24 h. inhibition, % at 12.6 µM. 1.2% of 360,000 active;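 active means mean replicate inhibition at least 60% with every replicate also reaching 60%; inconclusive means only one of the two criteria is met; inactive means mean below 60% and not all replicates reaching 60%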;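 further: luciferase light reporting Pax8 driven TPO promoter activity; plate controls were median of neutral control wells for no effect and mitoxantrone controls for full effect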
GSIS activator – primary screen for activators of insulin secretion dependent on glucose, INS-1E cells, GLuc reporter luminescence; 0.61% of 370,000 active; AID 743287; INS-1E GLuc reporter insulin secretion, 2-3 h; activation, % at 16.6 µM;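 active means lowest replicate activation of at least 40%, so every replicate reaches that level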;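 further: 0% = median of neutral control wells and 100% = median of IBMX positive control wells; some compounds called inactive have numbers as strong as hits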
CFTR F508del cor – correctors of CFTR F508del function in bronchial epithelial cells; 0.36% of 350,000 active; activity (quench increase), % at 7.58 µM; CFBE cells, YFP halide quenching; stimulated with forskolin plus potentiator P3; % fluorescence drop versus neutral controls;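 active means mean added fluorescence quench of at least 8% versus neutral control, with both replicates also reaching 8%; inconclusive means only one of the mean or replicate conditions met; inactive means mean below 8% and not both replicates reaching 8%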;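 further: cells transiently co-express mutant CFTR-F508del with the halide-sensitive YFP; corrector assay measuring rescue of mutant channel to the surface after 24 h compound exposure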
ARNT-TACC3 inh – disruptors of human ARNT/TACC3 interaction. inhibition, % at 9.99 µM. AlphaScreen His-ARNT PAS-B/GST-TACC3 binding, luminescence; TACC3 fragment carries E629A point mutation. 0.66% of 390,000 active. Q9Y6A5;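 active means mean inhibition of replicates at least 50% and at least half of replicates each reaching 50%; inconclusive means half or more replicates reach 50% but mean below 50%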;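 further: 0% = complete ARNT plus TACC3 wells and 100% = ARNT alone without TACC3; many hits fall short of the cut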
ERp5 block – blocks human ERp5 reductase activity on insulin | Q15084 | ERp5 insulin aggregation, absorbance 650 nm, 90 min | inhibition, % at 9.99 µM | AID 651711 | 0.05% of 350,000 active;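 active means mean replicate inhibition above about 25%, with every replicate also reaching it, limit read from the data, passing the limit was not always enough; inconclusive means only one of those two criteria met; inactive means neither criterion met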
Target sequence (Q15084 whole entry, looked up): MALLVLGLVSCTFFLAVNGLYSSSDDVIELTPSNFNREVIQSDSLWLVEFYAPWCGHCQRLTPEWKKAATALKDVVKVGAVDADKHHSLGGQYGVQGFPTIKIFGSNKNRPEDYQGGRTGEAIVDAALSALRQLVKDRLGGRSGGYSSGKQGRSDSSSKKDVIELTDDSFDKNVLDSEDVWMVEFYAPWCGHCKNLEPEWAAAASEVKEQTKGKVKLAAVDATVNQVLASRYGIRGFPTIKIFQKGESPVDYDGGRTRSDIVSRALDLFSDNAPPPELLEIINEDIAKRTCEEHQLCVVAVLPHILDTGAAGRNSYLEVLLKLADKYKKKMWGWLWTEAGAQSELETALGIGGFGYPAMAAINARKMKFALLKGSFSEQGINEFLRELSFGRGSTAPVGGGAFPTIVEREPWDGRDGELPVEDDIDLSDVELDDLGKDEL
Active calls of the source: *; ? = inconclusive; . = not tested or not shown; & = joins results of further samples.

SMILES | DENV2 CPE rescue | Xi reactivation | EWS-Fli inh | PAX8 inh HTS | GSIS activator | CFTR F508del cor | ARNT-TACC3 inh | ERp5 block
Cc1ccccc1CCNC(=O)C1CC(O)CN1C(=O)Nc1ccccc1 (stereo not drawn) | -4.0 | 0.0 | 15.8 | 7.3 | -0.5 | -1.4 | 1.1 | 3.1
CCOc1cccc(CN2CCC(n3nccc3NC(=O)c3ccc4c(c3)OCO4)CC2)c1 | 2.5 | 0.0 | 3.7 | 3.4 | 2.9 | 0.8 | -0.6 | -5.0
COCc1[nH]nc2c1C(c1ccc(Br)cc1)N(c1ccc(OC)cc1)C2=O (stereo not drawn) | -12.0 | 0.2 | -11.1 | -13.5 | . | 4.8 | . | -4.5
CC(=O)OCCC(NS(=O)(=O)OCC(Cl)(Cl)Cl)c1ccccc1 (stereo not drawn) | -5.6 | -0.1 | -7.2 | -1.4 | -0.7 | 2.4 | 8.7 | 0.5
CCOc1ccc(NC(=O)CN2C(=O)CSC2=O)cc1 | ? | -0.1 | -13.6 | -10.1 | . | -1.3 | -1.5 | 2.8
O=C(c1ccc2c(c1)N(Cc1cccc(Cl)c1)C(=O)c1ccccc1S2(=O)=O)N1CCN(c2ccccn2)CC1 | 0.2 | 0.0 | -24.8 | 37.7 | 6.7 | 3.3 | 3.6 | 2.7
CCC1CCCCN1CCCNC(=O)CN1C(=O)CSc2ccc(S(=O)(=O)N3CCOCC3)cc21 (stereo not drawn) | -2.8 | 0.0 | -2.1 | 6.9 | 10.0 | 1.2 | -2.7 | -1.5
COc1cc(C)c(CN2CCN(CC(=O)Nc3ccccc3C(=O)NC3CC3)CC2)cc1OC | 0.3 | -0.4 | 0.3 | 7.1 | 12.9 | 3.2 | . | 6.4
Cc1c(N=C(N)/N=C(\N)Nc2ccc(Br)cc2)c(=O)n(-c2ccccc2)n1C | 6.1 | 0.2 | -3.6 | -8.0 | -3.1 | . | 4.1 | -0.1
O=C(CSc1n[nH]c(=O)n1Cc1ccccc1)Nc1ccc(N2CCOCC2)cc1 | 5.9 | 0.1 | -2.0 | -6.1 | 11.2 | 0.6 | -4.0 | 1.2
O=C1CSC(=S)N1N=Cc1cccc(OCc2ccccc2)c1 | 13.3 | 0.0 | -10.1 | -9.3 | 9.1 | -2.2 | . | -6.5
COCC#Cc1cnc2c(c1)C(=O)N([C@@H](C)CO)C[C@H](C)[C@H](CN(C)C(=O)NC1CCCC1)O2 | 7.0 | 0.5 | 10.7 | . | 7.6 | 1.1 | -0.1 | 2.2
COc1ccccc1OCc1ccc(C(=O)N/N=C/c2ccco2)cc1 | ? | 0.0 | -3.1 | -11.7 | 1.1 | . | -0.1 | -2.5
CCOc1ccc(CN2C(=O)CC(=O)N(S(=O)(=O)c3ccc(OCC)cc3)C2=O)cc1 | -0.3 | 0.0 | 5.6 | 16.1 | -22.0 | 0.5 | 5.6 | -0.2
CC(=O)Nc1ccc(-c2ccnc3c2CC(C)(C(=O)NCc2ccncc2)O3)cc1 (stereo not drawn) | 9.5 | -0.1 | 0.1 | -6.9 | . | -0.5 | . | -1.7
COC(=O)c1ccc(OC)c(OC)c1Cl | 6.8 | -0.1 | -3.2 | -17.1 | . | -0.6 | -10.4 | -0.6
C[C@@H]1CN([C@@H](C)CO)C(=O)c2cc(C#C[C@@H](C)O)cnc2O[C@@H]1CN(C)C(=O)CN1CCOCC1 | -2.1 | 0.4 | -7.0 | -4.6 | 29.4 | 2.1 | -4.9 | 1.8
COc1ccc(-c2cc(C(=O)Nc3ccc(C)c(C)c3)no2)cc1 | 0.7 | 0.0 | -5.0 | -3.5 | 10.9 | -2.0 | -7.0 | 0.0
C[C@@H]1CCCCO[C@H](CN(C)Cc2ccc3c(c2)OCO3)[C@@H](C)CN([C@H](C)CO)C(=O)c2cc(N(C)C)ccc2O1 | ? | -1.1 | -4.1 | -10.3 | 7.4 | -3.0 | 1.9 | -0.3
COc1ccccc1NC(=S)NNC(=S)Nc1ccc(OC(F)F)cc1 | . | -0.2 | . | -35.7 | -21.7 | . | -2.8 | .
C[C@H](CO)N1C[C@H](C)[C@H](CN(C)C(=O)Nc2ccc(-c3cccs3)cc2)OCc2cnnn2CCCC1=O | ? | -0.1&0.1 | -12.7&-7.2 | 72.1* | -7.2&-2.1 | 2.9&1.7 | -5.9 | 1.2&-1.5
COc1ccc(CNC(=O)CN(Cc2ccccc2F)C(=O)c2csnn2)cc1 | 0.1 | 0.3 | 5.4 | 3.7 | -7.9 | 0.5 | -2.4 | 2.7
O=C(NCCCN1CCCC1=O)c1ccc(S(=O)(=O)Nc2ccccc2F)cc1 | 3.9 | 0.0 | -4.3 | 4.3 | 36.7 | -0.3 | 8.5 | 12.6
COc1cccc(OCc2nc(-c3cccc([N+](=O)[O-])c3)no2)c1 | -6.2 | 0.3 | -7.6 | 7.3 | 5.8 | 2.6 | . | -3.6
CC(C)(C)c1ccc(C(=O)O/N=C(\N)c2ccccn2)cc1 | 0.7 | 0.6 | 74.9* | 69.5* | -12.7 | 0.8 | . | 0.2
Cc1oc(/C=N/NS(=O)(=O)c2ccccc2)cc1Br | . | 0.1 | -0.5 | 7.3 | 1.4 | . | -20.3 | .
O=S(=O)(c1ccccc1)N1CCC(n2cnc3ccccc32)CC1 | -2.3 | 0.0 | . | 0.4 | -13.3 | -4.0 | -4.5 | 1.0
COCC(=O)N1[C@@H](C#N)[C@H](c2ccc(-c3cccnc3)cc2)[C@@H]1CO | -3.8 | 0.4 | -1.9 | -3.7 | 2.1 | -3.7 | -6.6 | 1.2
CC1CN(C(=O)COc2ccc3c(-c4ccccc4)cc(=O)oc3c2)CC(C)O1 (stereo not drawn) | 18.1 | 0.0 | -0.4 | -4.3 | 19.9 | 4.1 | -3.0 | -9.8
Cc1ccc(C)c(Nc2cc(C)nc3ncnn23)c1 | 0.4 | 0.3 | 17.6 | 14.3 | 9.9 | 2.5 | -7.9 | 2.7
COC(=O)c1c(C(=O)OC)c2ccccn2c1C(=O)c1ccc([N+](=O)[O-])cc1 | 7.2 | 2.0 | -16.2 | 21.5 | -4.0 | 1.3 | 16.8 | 2.1
O=C(CSc1ccc(-c2nc3ccccc3[nH]2)cn1)Nc1ccc(S(=O)(=O)NC2CC2)cc1 | 9.8 | 0.0 | -50.1 | 7.5 | -2.8 | -3.5 | -0.2 | -11.9
COc1ccccc1CN1[C@@H]2CN(C(=O)c3ccncc3)c3ccccc3[C@@H]2[C@@H]1CO | -8.0 | 0.1 | 4.3 | 4.3 | 5.6 | 0.0 | -7.1 | -1.0
COCCNC(=O)c1ccc(CN2CCC(Cc3ccccc3)CC2)cc1 | 13.4 | 0.0 | 3.0 | 3.9 | -7.7 | -0.2 | 2.8 | -1.3
O=C(C[C@@H]1C[C@H]2c3cc(NC(=O)NC4CCCC4)ccc3O[C@H]2[C@H](CO)O1)NCc1cc(F)ccc1F | -3.7 | 0.0 | 8.7 | 8.8 | -9.6 | -3.5 | 0.4 | .
CC1CCC(N2CCN(S(=O)(=O)Cc3ccccc3)CC2)CC1 (stereo not drawn) | 12.9 | 0.1 | -0.8 | 18.6 | 15.0 | -0.9 | 14.9 | 1.2
COc1ccc(NC(=O)CSc2ccc(NC(C)=O)cc2)cc1S(=O)(=O)N1CCOCC1 | -3.0 | -0.1 | -5.2 | -4.7 | -14.8 | 1.4 | -2.5 | -3.6
COc1ccc2c3c([nH]c2c1)[C@H](CO)N(Cc1cccc(F)c1)CC31CN(Cc2ccccn2)C1 | 23.1* | 0.2 | 7.8 | 9.0 | -5.2 | -2.9 | . | 1.2
Cn1cc(NC(=O)OCc2ccc(Cl)cc2)c(C(F)(F)F)n1 | -3.2 | -0.5 | 6.9 | 5.6 | -16.1 | -0.9 | -10.7 | 2.0
COc1ccc2c3c(n(C)c2c1)[C@H](CO)N(C(=O)C1CC1)CC31CCN(C(=O)C2CCOCC2)CC1 | -3.1 | 0.2 | 10.4 | . | 13.9 | -0.9 | . | -1.3
CCc1ccccc1NC(=O)N1CCCc2ccccc21 | -2.0 | 0.1 | -7.8 | -15.5 | 4.5 | -3.0 | -0.6 | 3.7
CCc1cc(=O)oc2cc(C)cc(OCC(=O)N3CCC(C(=O)O)CC3)c12 | -7.5 | . | -3.8 | . | 1.7 | 0.2 | -5.8 | -2.2
O=C(Cn1nnc2ccccc21)NNC(=O)c1ccccc1 | 1.1 | -0.6 | 1.1 | -9.4 | -4.6 | 2.0 | -6.7 | 1.8
O=C(NC(=O)c1ccccc1)OCCN1C(=O)c2ccccc2C1=O | 1.1 | 0.3 | -1.6 | -1.4 | 10.9 | -0.8 | -21.0 | 1.4
Cc1ccnc2nc(C(=O)Nc3nc4ccccc4s3)nn12 | -2.4 | -0.2 | -19.5 | -32.3 | 7.1 | -1.2 | -0.7 | 3.0
CCn1ncc(Br)c1C(=O)Nc1ccc2c(c1)OCCO2 | -1.1 | 0.1 | -10.0 | -61.1 | 4.9 | -0.3 | -1.6 | 7.5
COc1ccc(OC)c(CCNC(=O)c2nn(C)c3c2CS(=O)(=O)c2ccccc2-3)c1 | 8.8 | 0.0 | -6.9 | -6.8 | -1.4 | 1.9 | -33.5 | 0.4
C[C@@H]1CN([C@H](C)CO)S(=O)(=O)c2ccc(C#Cc3ccccn3)cc2O[C@@H]1CN(C)Cc1ccccc1 | -3.0 | -0.7 | -12.3 | . | -13.6 | -3.0 | 0.9 | -6.4

Structures above with a nitro group on carbon (two):
SMILES | DENV2 CPE rescue | Xi reactivation | EWS-Fli inh | PAX8 inh HTS | GSIS activator | CFTR F508del cor | ARNT-TACC3 inh | ERp5 block
COc1cccc(OCc2nc(-c3cccc([N+](=O)[O-])c3)no2)c1 | -6.2 | 0.3 | -7.6 | 7.3 | 5.8 | 2.6 | . | -3.6
COC(=O)c1c(C(=O)OC)c2ccccn2c1C(=O)c1ccc([N+](=O)[O-])cc1 | 7.2 | 2.0 | -16.2 | 21.5 | -4.0 | 1.3 | 16.8 | 2.1

Continuation:
SMILES | DENV2 CPE rescue | Xi reactivation | EWS-Fli inh | PAX8 inh HTS | GSIS activator | CFTR F508del cor | ARNT-TACC3 inh | ERp5 block
O=C(Nc1ccc(N2CCOCC2)cc1)c1ccc(COc2ccccc2)cc1 | 6.4 | 0.1 | -4.3 | 0.1 | 3.4 | 4.1 | -1.5 | 4.7
Cc1cccc(-c2ccc([C@@H]3[C@H]4CN(S(=O)(=O)c5cccs5)CCCCN4[C@H]3CO)cc2)c1 | -6.6 | 0.0 | -0.5 | 3.2 | 23.6 | 1.4 | -6.0 | -4.3
CO[C@H]1CN(C)C(=O)c2cc(NC(=O)Cc3ccccc3)ccc2OC[C@H](C)N(C)C[C@H]1C | -7.6 | 0.1 | -0.8 | -10.7 | 3.4 | . | 0.7 | -6.1
Cc1ccnc(SCC(N)=O)n1 | 6.9 | -0.1 | 7.9 | -0.1 | 2.7 | -0.5 | -5.2 | 2.7
CCn1nnc(NC(=O)c2ccc(-c3ccccc3[N+](=O)[O-])o2)n1 | -2.7 | 0.0 | 9.9 | -23.3 | . | -3.1 | 10.0 | 3.9
Cc1ccc(N2C(=O)SC(Cc3ccccc3)C2=O)cc1 (stereo not drawn) | -0.4 | 0.1 | 21.6 | -41.9 | 5.0 | 2.7 | -6.9 | 4.8
COc1ccc(S(=O)(=O)Nc2ccc3c(c2)C(=O)N([C@H](C)CO)C[C@H](C)[C@H](CN(C)Cc2ccc(C(=O)O)cc2)OCCCC[C@@H](C)O3)cc1 | -0.1 | -1.0 | -5.6 | -27.5 | 9.1 | 1.0 | -2.8 | -3.8

Screening data: PubChem BioAssay, Broad Institute
